Bioassay records from PubChem BioAssay.
NPYLR7 agonist: mosquito NPYLR7 agonism; HEK293T NPYLR7/Galpha15, GCaMP6s calcium fluorescence; 270,000 compounds, 0.15% hits; activation, % at 10 µM; in the data active = activation above about 40%;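 also: 0% = vehicle and 100% = reference agonist at the receptor; some compounds past the cut are filed as inactive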
mcGAS inh: mouse cGAS inhibition by luminescence; 160,000 compounds, 0.15% hits; recombinant cGAS, Kinase-Glo ATP depletion luminescence; inhibition, % at 12.5 µM; Q8C6L5; AID 1259399;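 also: 0% = negative control wells and 100% = reference inhibitor with no enzyme activity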
hcGAS lum: human cGAS inhibition; Q8N884; recombinant h-cGAS, ATP depletion, Kinase-Glo luminescence; inhibition, % at 12.5 µM; 290,000 compounds, 0.081% hits;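 also: 0% = vehicle reaction and 100% = reaction without DNA for no activity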
Target sequence (Q8N884 whole entry, looked up): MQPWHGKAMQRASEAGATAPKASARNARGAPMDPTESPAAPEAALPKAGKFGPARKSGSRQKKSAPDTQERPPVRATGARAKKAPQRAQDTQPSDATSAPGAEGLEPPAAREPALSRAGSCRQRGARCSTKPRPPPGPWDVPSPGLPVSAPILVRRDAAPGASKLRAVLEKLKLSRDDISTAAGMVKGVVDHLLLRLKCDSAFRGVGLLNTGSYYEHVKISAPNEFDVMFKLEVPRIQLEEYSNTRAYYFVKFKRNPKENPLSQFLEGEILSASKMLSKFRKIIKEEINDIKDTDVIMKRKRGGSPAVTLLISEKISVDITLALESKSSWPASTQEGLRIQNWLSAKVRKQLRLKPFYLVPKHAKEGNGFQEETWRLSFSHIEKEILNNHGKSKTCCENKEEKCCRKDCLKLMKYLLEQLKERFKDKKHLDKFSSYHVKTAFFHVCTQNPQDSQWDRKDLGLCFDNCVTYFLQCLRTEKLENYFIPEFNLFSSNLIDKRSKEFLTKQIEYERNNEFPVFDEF
Numbers without * were called inactive; · = not tested or not shown; & = joins results of further samples. Rule as the data show it, unless noted: active = inhibition above about 40%; inactive = the rest.

SMILES | NPYLR7 agonist | mcGAS inh | hcGAS lum
CCN(Cc1noc(CC(C)C)n1)C(=O)CC1COCCN1 (stereo not given) | 29 | -18 | 0
O=[N+]([O-])c1cn2c(n1)OC[C@@H](OCc1ccc(OC(F)(F)F)cc1)C2 | 1 | -6 | 2
Cc1ncc2c(c1-c1noc(-c3ccc4ncsc4c3)n1)CCNC2 | 25 | · | -10
Cc1ccc(NC(C)(C(=O)N(C)Cc2ncc(C)[nH]2)c2ccccc2)cc1 (stereo not given) | -2 | · | -2
CCn1cc(CNCc2cn(-c3ccc(F)cc3)nc2-c2ccccc2Cl)cn1 | 3 | -11 | -7
COc1ccc(C(=O)N2C(C(=O)NCc3cccnc3)COC23CCN(C(=O)c2ccccc2Cl)CC3)cc1 (stereo not given) | 1 | -4 | -5
COCCCN(Cc1csc(COc2cccc(C)c2C)n1)C(=O)Nc1ccc(C)cc1 | · | -4 | -5
CCc1ccc(C(C2Sc3nc(CC)nn3C2=O)N2CCC(O)CC2)cc1 (stereo not given) | -3 | 0 | -3
CCC(=O)Nc1c(-c2ccc(C)cc2)nc2ccccn12 | -9 | -2 | -4
COC1CCC(C(=O)N2CCN3CCN(C)C(=O)C3C2)CC1 (stereo not given) | · | 1 | -3
COCc1cc(N2CCN(c3ccccc3F)CC2)nc(SCc2ccc(C(=O)N3CCCC3)o2)n1 | 5 | -4 | -6
O=C1/C(=C/c2cc3ccccc3o2)Oc2c1ccc(O)c2CN1CCN(CCO)CC1 | 108* | 5 | 5
Cc1cccnc1CN(C)c1ncnc2c1CCN(C(=O)C1CC1)C2 | 2 | · | -10
C=CCn1c(=NC(=O)c2ccc(OC)cc2)sc2cccc(OC)c21 | 4 | -9 | -4
Cn1nc(C(=O)Nc2cnc3n2CCCC3)ccc1=O | 8 | · | -8
CCOc1c(C)cnc2c1c(=O)n(C)c(=O)n2C | -1 | -8 | -10
COc1cc(C(=O)NCC(=O)N=Nc2c(O)[nH]c3ccccc23)cc(OC)c1OC | -3 | -7 | -5
CN(CCc1c[nH]c2ccc(NC(=O)c3c(F)c(F)c(F)c(F)c3F)cc12)C1CCCCC1 | 6 | 3 | 2
COCCCN(CC(=O)N(Cc1ccccc1)Cc1cccn1Cc1cccc(OC)c1)C(=O)CCc1ccccc1 | 15 | -5 | -8
COC(=O)C1=C(C)N(C)C(C)=C(C(=O)OC)C1c1ccc(Br)cc1 | -7 | -2 | -4
O=C(NNc1c(Cl)cc(Cl)cc1Cl)c1ccc(=O)[nH]n1 | 1 | -5 | -8
CC(C)[C@H](NC(=S)Nc1c(Cl)cccc1Cl)c1nnc2c(C(F)(F)F)cccn12 | -17 | -3 | -4
N#Cc1ccc(-c2cc(C3(CNCc4ccc(F)c(F)c4)CC3)ccn2)cc1 | 15 | -8 | -6
CC(=O)Nc1nc2ccc(N=Cc3nc(-c4cccc5ccccc45)oc3O)cc2s1 | -3 | -8 | -5
COc1ccc(-c2cc(C(=O)NC(Cc3ccccc3)c3ccccc3)n(-c3ccc(C)cc3C)n2)cc1 (stereo not given) | -3 | -5 | -9
Cn1cc(CC(=O)NC2CC(=O)N(Cc3ccc(F)cc3)C2)c2ccccc21 (stereo not given) | -1 | · | -9
O=C1CN(C(=O)COc2cccc(N3CCCC3=O)c2)c2ccccc2N1 | 9 | -7 | -1
COc1cc2c(c(OC)c1OC)COC2=O | -6 | · | 1
COc1cc(OC)c(NS(=O)(=O)c2ccc(Cl)c(Cl)c2)cc1Cl | 3 | -4 | -4
Cc1ncsc1CCN(C)C(=O)c1cc(COc2ccccc2)[nH]n1 | -1 | · | -8
CN1CCN(C(CNC(=O)COc2ccccc2)c2ccc3c(c2)CCCN3C)CC1 (stereo not given) | 9 | · | 3
CCCCn1c(=O)[nH]c(=O)c2c1nc(CCC(=O)Nc1nccs1)n2CC(C)C | 21 | -8 | -4
O=C(NCCN1N=C(c2ccccc2)CCC1=O)c1cccc2ccnn12 | 0 | · | 1
CNc1nc2cnc(Nc3cccc(C(C)=O)c3)cc2n1CCN1CCOCC1 | 4 | -6 | -5
CCCn1cc(C2CCN(C(=O)CC(C)(C)C)CC2)c2ccccc21 | 5 | -5 | -6
CCCCSCC(O)CN1CCOCC1 (stereo not given) | 4 | -3 | 0
CCNC(=O)N1CCN(C(=O)CCc2cc(F)ccc2F)CC1 | 10 | · | -10
NC(=O)c1ccc(NC(=O)CC2CSc3nc4c(cnn4-c4ccccc4)c(=O)n32)cc1 (stereo not given) | 0 | -7 | -9
CCCNC(=O)c1cc(C2CCCCN2S(=O)(=O)c2cn(C)cn2)on1 (stereo not given) | 0 | -2 | -8
Cc1nc(C(C)(C)C)[nH]c(=O)c1C(=O)Nc1ccc2c(c1)CCCO2 | -1 | -14 | -11
CC(=O)O[C@H]1C(=O)[C@@]2(C)C([C@H](OC(=O)c3ccccc3)[C@]3(O)C[C@H](OC(=O)[C@H](O)[C@@H](NC(=O)c4ccccc4)c4ccccc4)C(C)=C1C3(C)C)[C@]1(OC(C)=O)CO[C@@H]1C[C@@H]2O (stereo not given in full) | -10&-1 | -4 | -3&8
O=C(Nc1cc(C(F)(F)F)cc(C(F)(F)F)c1)Nc1ccc(N2CCc3ccccc3C2)c(C(=O)N2CCCC2)c1 | -9 | -6 | -17
CCn1nnnc1SCC(=O)N(C)C1CCS(=O)(=O)C1 (stereo not given) | -3 | · | -3
CCN(CC)S(=O)(=O)c1ccc2c(c1)CCN2S(=O)(=O)c1cccc(Br)c1 | 5 | · | -4
CC(C)Oc1ccc2cc(C(=O)NCC3CCN(C)C3)c(=O)oc2c1 (stereo not given) | 3 | -3 | 5
CCCC(=O)N1CCN(S(=O)(=O)c2ccc(C#N)cc2)CC1 | 6 | -8 | -2
COCCN=c1scc(-c2ccc(OC)cc2)n1N=Cc1cc2c(cc1[N+](=O)[O-])OCO2 | -11 | · | -3
N#Cc1ccc(C(O)CSc2n[nH]c(=O)n2C2CC2)cc1 (stereo not given) | -1 | · | -4
COc1ccccc1N1CCN(C2CCCN(c3ccc(C(C)=O)cn3)C2)CC1 (stereo not given) | 4 | -12 | -7
O=C(CSc1nc2cc(Cl)ccc2s1)NCc1ccc(CN2CCOCC2)cc1 | 3 | -2 | -7

Compound profiles, from the list above.
Cc1ncsc1CCN(C)C(=O)c1cc(COc2ccccc2)[nH]n1 in the list: NPYLR7 agonist: -1; mcGAS inh: ·; hcGAS lum: -8
COCCN=c1scc(-c2ccc(OC)cc2)n1N=Cc1cc2c(cc1[N+](=O)[O-])OCO2 in the list: NPYLR7 agonist: -11; mcGAS inh: ·; hcGAS lum: -3

The listing picks up, repeating the 4 entries before the break.
SMILES | NPYLR7 agonist | mcGAS inh | hcGAS lum
COCCN=c1scc(-c2ccc(OC)cc2)n1N=Cc1cc2c(cc1[N+](=O)[O-])OCO2 | -11 | · | -3
N#Cc1ccc(C(O)CSc2n[nH]c(=O)n2C2CC2)cc1 (stereo not given) | -1 | · | -4
COc1ccccc1N1CCN(C2CCCN(c3ccc(C(C)=O)cn3)C2)CC1 (stereo not given) | 4 | -12 | -7
O=C(CSc1nc2cc(Cl)ccc2s1)NCc1ccc(CN2CCOCC2)cc1 | 3 | -2 | -7
CCN1CCN(C2CCN(c3nc4nonc4nc3N3CCSCC3)CC2)CC1 | 3 | · | -9
Cc1nn(C(C)C(=O)NC(C)C)c(=O)c2cc3sccc3n12 (stereo not given) | 5 | 1 | 1
CC(C)c1ccccc1NC(=O)c1ccc(-n2nc(-c3ccc(Cl)c(Cl)c3)cc2N)cc1 | -10 | -6 | -5
N#Cc1ccccc1S(=O)(=O)N1CCN(C(=O)c2ccc(-c3cc(Cl)ccc3Cl)o2)CC1 | 2 | · | -2
O=C(N=Nc1c(O)[nH]c2ccccc12)c1cc(-c2ccco2)[nH]n1 | 1 | -2 | 4
CCC(C)N(Cc1ccc(OS(=O)(=O)c2ccc(F)cc2)cc1)C(=O)c1ccc(Br)cc1 (stereo not given) | · | -4 | -5
Cc1c(CCOC(=O)C23CC4CC(CC(C4)C2)C3)sc[n+]1CC#N | -6 | · | -10
CN(C)CCNC(=S)Nc1ccc(F)c(F)c1F | 0 | · | -3
CC(CNC(=O)Nc1nc2ccccc2s1)CC1(C)OCCO1 (stereo not given) | 13 | · | -9
O=C(N/C=C/n1cnc2cc(C(F)(F)F)ccc21)c1ccccc1F | 4 | · | -6
O=C(Nc1ccc(Oc2cc(Cl)ccc2Cl)c(F)c1)C(=O)N1CCC(O)CC1 | 2 | -11 | -8
CCCN(CC(=O)Nc1ccc(Cl)cc1)C(=O)c1cc(C)[nH]n1 | 5 | · | -7
C=CCn1c(=O)c2c(nc3n2CCN3c2cccc(C)c2C)n(C)c1=O | -4 | · | -1
CC(Sc1nncn1C(C)c1ccccc1)C(=O)NC(=O)NC(C)(C)C (stereo not given) | 5 | · | -4
COc1cc(-c2nc3n(n2)C(c2ccc(O)cc2)C(C(N)=O)=C(C)N3)cc(OC)c1OC (stereo not given) | 51* | · | -1
COC(=O)Nc1ccc(S(=O)(=O)N2CCCC(C(=O)Nc3ccc(C)c(C)c3)C2)cc1 (stereo not given) | -2 | -8 | -8
Cc1nnc(CNC(=O)c2csc(Nc3ccccc3)n2)o1 | 2 | · | -1
COCCN(CC(=O)N(Cc1ccc2c(c1)OCO2)Cc1ccco1)C(=O)Nc1c(C(C)C)cccc1C(C)C | 4 | -5 | -6
O=C(NC1CC1)c1ccccc1OCc1nc(-c2cccs2)no1 | · | -13 | -8
COc1ccc(-c2ccc(CN3CCCC3)cn2)cn1 | 3 | · | 0
Cc1cccnc1C(NC(=O)C1CCN(Cc2ccccc2)CC1)c1ccccc1 (stereo not given) | -15 | 1 | 0
O=C(CN(C(=O)c1cc(C(F)(F)F)cc(C(F)(F)F)c1)C1CC1)N(CCc1c[nH]c2ccccc12)Cc1ccc(C(F)(F)F)cc1 | 9 | -6 | -7
COc1ccc(-c2noc(CNCC3CCS(=O)(=O)C3)n2)cc1 (stereo not given) | 6 | · | -8
O=C(O)c1cc2n(n1)CCN(Cc1ccccc1)C2 | 4 | -16 | 2
Cc1cc(C)n(-c2nc3c(c(=O)[nH]c(=O)n3C)n2CC(O)COc2ccccc2Cl)n1 (stereo not given) | 3 | · | -4
CCCOc1ccc(C2C(C(=O)OC)=C(C)NC3=C2C(=O)CC(c2ccc(Cl)cc2)C3)cc1 (stereo not given) | -2 | · | -1
COc1cccc(C(C2Sc3nc(C)nn3C2=O)N2CCc3ccccc3C2)c1 (stereo not given) | -12 | 3 | 12
COc1cc(OC)cc(N2CCN(C(=O)c3ccccc3Cl)C(C)C2=O)c1 (stereo not given) | 17 | -6 | -6
O=C(CC1Cn2ncc(-c3ccc(Cl)cc3)c2NC1=O)NC1CCCCC1 (stereo not given) | 8 | · | -4
CC(C)=CCC/C(C)=C/CNC(=O)c1ccc(Nc2cccc(C(F)(F)F)c2)nc1 | -1 | -5 | -8
CCOC(=O)c1ccc(Cl)c(NC(=O)CC(C)C)c1 | 10 | · | 1
Cc1nc(N2CCN(C)CC2)ncc1-c1cc(=O)[nH]c(N2CCc3ccccc32)n1 | -4 | -4 | 1
NC1=NC(=O)NC(=O)C1 | -7 | -1 | 2
C=CCn1c(=O)c(C(=O)Nc2cccc(Cl)c2)c(O)c2ccccc21 | 10 | -7 | -3
Cc1ccsc1-c1nc(COc2ccccc2C(=O)N(C)C)c(C)o1 | 2 | · | -6
CCOC(=O)C1=C(CC)NC2=C(C(=O)CCC2)C1c1ccc(OC)c(OC)c1 (stereo not given) | -3 | -6 | -1
CCC1CN(CC(=O)NC2CCOCC2)CCC1c1ccccc1 (stereo not given) | 3 | · | -16
CCN(CC)CCNc1cc(C)nc2c(C)c(-c3ccc(OC)c(OC)c3)nn12 | 2 | -7 | -6
CC(C1CC1)N(CC(F)(F)F)C(=O)C1CCS(=O)(=O)C1 (stereo not given) | -1 | · | -18
CC1=NC2=C(C(=O)CC(c3ccccc3)C2)C(c2ccc3c(c2)OCO3)C1C#N (stereo not given) | -7 | · | -6
